# Source: PubChem BioAssay
# PHOSPHO1 inh = inhibitors of human PHOSPHO1 phosphatase; recombinant PHOSPHO1, absorbance phosphatase assay; inhibition, % at 13.3 µM; actives 1.1% (n = 290,000); in the data active means inhibition above about 60%
# p-CIP stab down = compounds decreasing mouse p/CIP protein stability; Q05BA5; F442A p/CIP-EGFP cells, EGFP fluorescence, 16 h; decrease of EGFP signal, % at 10 µM; actives 0.01% (n = 290,000); AID 1984;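 active means EGFP signal decrease of at least 30% at 10 µM or well 3 SD below plate mean, unless failing retest; inactive means the rest, including hits failing retest or dose response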; further: some compounds called inactive have numbers as strong as hits; many of its hits are not listed in these tables
# Target sequence (Q05BA5 1-1403): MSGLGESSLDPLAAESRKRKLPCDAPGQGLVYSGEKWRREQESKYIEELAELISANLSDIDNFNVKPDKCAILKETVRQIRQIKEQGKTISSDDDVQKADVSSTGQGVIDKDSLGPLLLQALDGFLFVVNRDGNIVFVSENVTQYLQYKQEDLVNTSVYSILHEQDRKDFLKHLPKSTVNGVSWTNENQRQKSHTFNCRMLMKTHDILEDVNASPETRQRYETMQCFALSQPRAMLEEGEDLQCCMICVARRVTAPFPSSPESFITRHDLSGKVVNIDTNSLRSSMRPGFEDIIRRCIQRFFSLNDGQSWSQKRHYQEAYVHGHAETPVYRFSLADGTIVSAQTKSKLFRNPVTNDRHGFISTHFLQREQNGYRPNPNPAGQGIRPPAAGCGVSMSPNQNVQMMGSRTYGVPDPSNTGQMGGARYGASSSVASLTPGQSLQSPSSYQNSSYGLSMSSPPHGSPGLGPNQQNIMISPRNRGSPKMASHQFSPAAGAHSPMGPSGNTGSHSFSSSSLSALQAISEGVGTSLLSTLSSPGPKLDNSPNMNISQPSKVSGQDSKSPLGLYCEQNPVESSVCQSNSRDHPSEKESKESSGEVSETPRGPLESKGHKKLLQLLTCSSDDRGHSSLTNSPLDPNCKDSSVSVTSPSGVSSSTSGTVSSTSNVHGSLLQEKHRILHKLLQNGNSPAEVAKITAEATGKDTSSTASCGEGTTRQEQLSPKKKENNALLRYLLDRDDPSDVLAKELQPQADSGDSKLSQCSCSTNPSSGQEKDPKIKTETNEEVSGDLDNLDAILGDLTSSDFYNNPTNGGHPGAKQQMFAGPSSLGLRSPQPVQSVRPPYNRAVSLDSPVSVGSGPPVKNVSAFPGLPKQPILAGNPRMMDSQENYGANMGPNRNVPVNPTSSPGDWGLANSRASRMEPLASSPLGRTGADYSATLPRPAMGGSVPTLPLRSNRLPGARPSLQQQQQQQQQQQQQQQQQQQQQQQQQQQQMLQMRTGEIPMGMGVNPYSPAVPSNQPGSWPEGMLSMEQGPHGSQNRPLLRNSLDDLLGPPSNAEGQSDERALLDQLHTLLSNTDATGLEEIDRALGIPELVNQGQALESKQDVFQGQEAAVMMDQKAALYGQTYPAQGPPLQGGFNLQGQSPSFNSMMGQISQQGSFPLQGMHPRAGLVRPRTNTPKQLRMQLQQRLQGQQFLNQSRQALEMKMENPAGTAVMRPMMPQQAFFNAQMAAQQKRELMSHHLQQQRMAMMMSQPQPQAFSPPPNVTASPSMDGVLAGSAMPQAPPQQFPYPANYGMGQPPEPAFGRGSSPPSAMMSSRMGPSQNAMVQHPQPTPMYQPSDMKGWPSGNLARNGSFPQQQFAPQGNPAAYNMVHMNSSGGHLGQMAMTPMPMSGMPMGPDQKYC
# SUMO HTRF inh = SUMOylation inhibition; actives 0.36% (n = 290,000); HTRF SUMOylation assay, SAE1/SAE2 + UBC9, in vitro; P63279; AID 2006; inhibition, % at 35 µM; in the data active means inhibition above about 50%, passing the limit was not always enough; further: strong numbers were not always called active
# IDE act = activators of human insulin-degrading enzyme in cells | actives 0.073% (n = 340,000) | P14735 | AID 493087 | activation, % at 5.96 µM | HEK cells, FAbeta-B cleavage, fluorescence polarization; 0% vehicle, 100% cell-free pure enzyme wells;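 active means activation above the mean of all tested compounds plus 3 SD, set per screening campaign, cut at about 17% in these data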
# DNA FID counter = counter-screen for HCV NS3 helicase inhibitors: DNA intercalator displacement. DNA fluorescent intercalator displacement, fluorescence. actives 0.17% (n = 290,000). inhibition, % at 7.9 µM; in the data active means inhibition above about 37%;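 further: 0% = vehicle and 100% = reference compound; higher means more ethidium bromide displaced from hairpin DNA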
# HCV NS3 hel inh = inhibitors of Hepatitis C virus NS3 helicase. inhibition, % at 10.9 µM. actives 0.56% (n = 290,000). NS3 helicase DNA unwinding, Cy5 molecular beacon fluorescence. AID 1800;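 active means inhibition above the mean of all tested compounds plus 3 SD, set per campaign, cut at about 35% in these data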;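 further: 0% = DMSO wells and 100% = thioflavine S control wells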
#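 assay system = NS3 helicase fragment of HCV | buffer or medium = MOPS pH 6.5, MgCl2, DTT, Tween20, BSA | timing = 60 min unwinding reaction at 25 °C after ATP addition | signal = Cy5 beacon fluorescence read at start and 1 h | read-out basis = % inhibition of unwinding | control set = low DMSO, high thioflavine S at 110 µM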
# IMP-1 inh = blocks Pseudomonas aeruginosa IMP-1 metallo-beta-lactamase | purified IMP-1, nitrocefin hydrolysis, epi-absorbance fluorescence | inhibition, % at 5.6 µM | actives 0.45% (n = 290,000) | AID 1556;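 active means inhibition above the mean plus 3 SD of all compounds in the same screening run, cut at about 4.5% in these data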;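 further: 0% = IMP-1 with DMSO and 100% = DMSO wells lacking enzyme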
#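 System: purified recombinant IMP-1 beta-lactamase. Medium: Zinc- and detergent-supplemented HEPES buffer, pH 7.1. Compound: one 5.6 µM dose […]. Schedule: 15 min preincubation plus 25 min reaction at 25 °C. Technique: Epi-absorbance fluorescence, 480 nm excitation, 530 nm emission.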
# VIM-2 inhibitor = blocks Pseudomonas aeruginosa VIM-2 metallo-beta-lactamase. purified VIM-2, nitrocefin hydrolysis, epi-absorbance fluorescence. inhibition, % at 5.6 µM. actives 0.89% (n = 290,000). AID 1527;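 active means inhibition above the mean of all tested compounds plus 3 SD, cutoff set per screening run, cut at about 7.5% in these data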;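 further: red hydrolysis product quenches plate fluorescence so inhibitors raise well fluorescence; 0% = enzyme with DMSO and 100% = DMSO without enzyme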
# MEKK3 PB1 HTS = MEKK3-MEK5 PB1 interaction, increase or decrease. Q99759. bead-based flow cytometry, Alexa488-MEK5 binding to MEKK3; actives lie on both sides; 0 = blocked by unlabeled MEK5, 100 = vehicle. binding response (% of control), % at 10 µM. actives 1.4% (n = 290,000);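 active means binding response more than 3 SD above or below the average of its plate-row segment, actives on both sides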;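 further: Alexa488 bead fluorescence after subtracting the streptavidin-only scavenger bead signal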
# * = called active by the depositor; nt = no result given. A portion of the library; the hit share may differ from the screen's.
1: CC(C)c1[nH]nc2c1C(c1ccc(OC(=O)c3ccco3)cc1)C(C#N)=C(N)O2 (stereo unspecified)
2: O=C(c1ccc2c(=O)n(C3CCCC3)c(=S)[nH]c2c1)N1CCc2ccccc21
3: O=C(c1ccc(C(F)(F)F)cc1)C1CCCN(C(=O)Cn2cnnn2)C1 (stereo unspecified)
4: O=C(Nc1ccc2c(c1)oc1ccccc12)c1cccnc1
5: Cc1cccc(NS(=O)(=O)c2ccc(NC(=O)CN(c3cc([N+](=O)[O-])ccc3C)S(C)(=O)=O)cc2)c1
6: CCOC(=O)/C(=N\Nc1ccccc1)c1csc(Nc2ccc(C)cc2)n1
7: Cc1ccc(C(=O)NCCNC(=O)CN2CCCC2)cc1
8: CCOC(=O)N1CCN(C(=O)CSc2ncccn2)CC1
assay / entry | 1 | 2 | 3 | 4 | 5 | 6 | 7 | 8
IMP-1 inh | -2.7 | -1.3 | -0.6 | 0.3 | -2.2 | -4.5 | -3.5 | -3.7
HCV NS3 hel inh | -5 | 4 | 1 | -8 | -5 | 7 | -2 | 1
p-CIP stab down | 0 | -9 | 6 | 3 | 5 | -7 | 3 | -3
DNA FID counter | -9 | 1 | -6 | -2 | 20 | 1 | 0 | 0
PHOSPHO1 inh | 21 | 63* | 9 | -6 | -5 | 20 | 11 | 28
IDE act | -1 | 4 | 7 | -6 | 2 | -1 | 8 | 1
MEKK3 PB1 HTS | 106 | 103 | 100 | 102 | 102 | 110 | 99 | 97
VIM-2 inhibitor | -1.8 | -4.3 | -1.3 | -0.5 | -2.5 | -2.8 | -2.9 | -3.4
SUMO HTRF inh | -2 | 19 | -7 | 7 | -36 | -11 | 18 | 16

9: CCn1c(CNC(=O)c2ccc(Cl)cc2)nnc1SCC(=O)NC1=NCCS1
10: COc1ccc(-n2c(COc3ccc4c(c3)OCO4)nnc2SCC(=O)O)cc1
11: Cc1cccc(OCC(=O)NCCCNC(=O)c2cccnc2)c1
12: CC(C)(C)c1ccc(S(=O)(=O)NC(Cc2ccccc2)C(=O)O)cc1 (stereo unspecified)
13: CC(C)SC1=NC(C)(C)C=C(/C=C/c2c(Cl)cccc2Cl)N1
14: CCn1cc(Br)c(C(=O)Nc2ccc(F)c(Cl)c2)n1
15: CSc1ccc(/C=N/NC(=O)CNc2cccc3ccccc23)cc1
16: COc1ccc2nc(SCC(N)=O)[nH]c2c1
assay / entry | 9 | 10 | 11 | 12 | 13 | 14 | 15 | 16
IMP-1 inh | 1.2 | -2.9 | -1.5 | -1.6 | -0.1 | 0.7 | -0.7 | 0.4
HCV NS3 hel inh | 2 | 2 | 5 | 11 | -12 | -10 | 17 | 18
p-CIP stab down | -9 | -8 | -1 | 7 | -8 | 6 | -6 | 12
DNA FID counter | -28 | -40 | -10 | -53 | -3 | 9 | 2 | 2
PHOSPHO1 inh | 27 | 32 | 44 | 9 | 11 | -30 | 6 | 36
IDE act | 6 | 4 | 3 | 10 | -5 | -1 | 3 | -3
MEKK3 PB1 HTS | 99 | 103 | 98 | 102 | 100 | 104 | 105 | 100
VIM-2 inhibitor | -1.8 | 1.8 | -3.6 | 0.2 | -1.3 | 1.0 | -3.5 | 1.7
SUMO HTRF inh | 11 | 3 | 5 | -10 | 0 | -3 | 47 | 21

17: Cc1sc2nc(COC(=O)c3ccc(O)cc3)[nH]c(=O)c2c1C
18: CCc1cc(CNC(=O)c2ccc(OC3CCN(C(C)=O)CC3)c(OC)c2)on1
19: COC(=O)c1ccccc1S(=O)(=O)N(CCCN1CCOCC1)Cc1cccs1
20: COc1cccc2c(=S)c(CCC(C)=O)c(C)[nH]c12
21: Cc1cc(C)cc(OCCCC(=O)O)c1
22: Cc1cc(C)n(S(=O)(=O)c2ccc3oc(=O)ccc3c2)n1
23: COC(=O)CCC(=O)OC1(C)C(=O)C2=CN(CC(C)C)C(c3ccc(OC)cc3)=CC2=C(Br)C1=O (stereo unspecified)
24: COc1ccc(N2C(=O)C(Cl)=C(Nc3ccccc3OC)C2=O)cc1
assay / entry | 17 | 18 | 19 | 20 | 21 | 22 | 23 | 24
IMP-1 inh | -1.9 | -2.7 | -1.7 | -0.1 | -0.6 | -0.6 | nt | -4.2
HCV NS3 hel inh | -7 | 6 | 2 | -1 | -6 | -4 | nt | 2
p-CIP stab down | -13 | 4 | 14 | 0 | -7 | -2 | -6 | -6
DNA FID counter | -9 | -20 | 6 | 4 | -2 | -1 | nt | 1
PHOSPHO1 inh | 10 | 67* | -13 | -14 | 6 | 22 | 26 | 5
IDE act | 2 | 5 | 5 | -3 | 2 | 4 | nt | -5
MEKK3 PB1 HTS | 100 | 106 | 100 | 99 | 85 | 100 | 88 | 105
VIM-2 inhibitor | -0.6 | -2.1 | -2.4 | 2.9 | 1.4 | 0.1 | nt | -2.3
SUMO HTRF inh | -8 | 14 | -28 | 9 | 14 | 8 | 29 | 9

25: CCCNC(=O)c1sc2c(c1C(=O)Nc1ccccn1)CCCC2
26: CC(C)C[C@@H](N)c1nnc(SCC(=O)c2ccc(Cl)cc2)o1
27: COc1ccc(-c2nc(O)c3cnccn23)cc1
28: COC(=O)c1cc(Cl)c(NC(=O)/C=C/c2ccc(OC)c(OC)c2)cc1OC
29: Cc1[nH]c2ccccc2c1C(c1ccncc1)N1CCN(c2ccccn2)CC1 (stereo unspecified)
30: Cc1cc(OCC(=O)N[C@@H](Cc2c[nH]c3ccccc23)C(=O)O)c2c(C)c(C)c(=O)oc2c1
31: CCN(c1ccccc1)S(=O)(=O)c1c[nH]c2ccc([N+](=O)[O-])cc12
32: O=C1S/C(=C\c2ccccn2)C(=O)N1Cc1ccccc1F
assay / entry | 25 | 26 | 27 | 28 | 29 | 30 | 31 | 32
IMP-1 inh | -4.1 | -2.4 | -4.9 | -2.3 | -2.2 | -1.6 | -2.4 | -3.2
HCV NS3 hel inh | 0 | -6 | 0 | -3 | 0 | 7 | 0 | -3
p-CIP stab down | -17 | 2 | -1 | -19 | 17 | -4 | -4 | -5
DNA FID counter | -11 | -10 | -2 | -26 | -1 | -12 | 17 | 0
PHOSPHO1 inh | -60 | 82* | -9 | -10 | -77 | -2 | -6 | 14
IDE act | 6 | 3 | 4 | 4 | 3 | 0 | 2 | -1
MEKK3 PB1 HTS | 104 | 97 | 95 | 89 | 101 | 102 | 99 | 89
VIM-2 inhibitor | -4.6 | -2.3 | -3.0 | -2.7 | -2.6 | 7.4 | -1.6 | 1.0
SUMO HTRF inh | -3 | 15 | -7 | 19 | -9 | 13 | 3 | 22

33: CN(c1ccc(C(=O)Nc2ccccn2)cc1)S(=O)(=O)c1ccccc1
34: O=C(c1cncc(Br)c1)N1CCN(S(=O)(=O)c2ccccc2)CC1
35: Cc1cccc(C(=O)N(c2ccccn2)C(C)c2ccco2)c1 (stereo unspecified)
36: O=C(Nc1ccc2c(c1)OCO2)Nc1ccc(Br)cn1
37: Cc1c(C)c2ccc(OCC(=O)Nc3ccc(N4CCC(C)CC4)cc3)cc2oc1=O
38: O=C(NC1CCCC1)C1CC(=O)N(CCc2ccccc2)C1 (stereo unspecified)
39: Cc1cc(NC(=O)CSc2nnc(-c3c[nH]c4ccccc34)n2C)no1
40: Cn1c(CN2CCOCC2)nnc1SCC(=O)NC1CCCCC1
assay / entry | 33 | 34 | 35 | 36 | 37 | 38 | 39 | 40
IMP-1 inh | -2.4 | 0.5 | -4.4 | -1.9 | -2.0 | -3.4 | -2.3 | -2.7
HCV NS3 hel inh | -11 | 6 | -2 | -6 | -5 | 11 | 1 | -7
p-CIP stab down | 30 | -11 | -12 | 8 | -11 | 1 | -10 | -7
DNA FID counter | -10 | -15 | -2 | -2 | -28 | 1 | -5 | 0
PHOSPHO1 inh | 53 | 47 | 10 | -8 | 23 | 47 | 36 | 6
IDE act | 2 | 1 | 4 | 14 | 2 | 1 | -1 | 2
MEKK3 PB1 HTS | 66 | 101 | 80 | 103 | 102 | 99 | 99 | 103
VIM-2 inhibitor | 0.4 | -1.9 | -1.5 | 1.5 | -3.5 | -3.3 | -2.3 | -2.1
SUMO HTRF inh | -7 | 5 | -5 | 4 | 11 | -6 | -12 | 15

41: CC(c1ccccn1)N(CCN(C)C)C(=S)Nc1ccccc1F (stereo unspecified)
42: C/C(=N\Nc1nc2ccccc2[nH]1)c1cc2ccccc2o1
43: O=C(Nc1ccc(Cl)cc1)N(C1=NCCC1)c1ccc(OC(F)F)cc1
44: O=C(CN(Cc1ccccc1)C(=O)CCC(=O)Nc1nccs1)NCc1ccc(F)cc1
45: CCOc1cc(N2CCOCC2)c(OCC)cc1NC(=O)c1cccc(N(C)C)c1
46: CC(NC(=O)c1cccs1)c1nnc(SCc2ccc(Cl)cc2Cl)n1C (stereo unspecified)
47: NS(=O)(=O)c1ccc2nc(NC(=O)Nc3ccc(F)cc3)sc2c1
48: COc1ccc(S(=O)(=O)N2CCN(C(=O)c3cccs3)CC2)cc1OC
assay / entry | 41 | 42 | 43 | 44 | 45 | 46 | 47 | 48
IMP-1 inh | -1.6 | -5.3 | -3.4 | -0.1 | -3.3 | 0.0 | -2.0 | nt
HCV NS3 hel inh | -8 | -34 | 6 | -5 | -8 | -16 | 10 | nt
p-CIP stab down | -24 | 1 | -9 | 7 | 3 | -3 | -8 | -8
DNA FID counter | -3 | 8 | 5 | -30 | -35 | -24 | 5 | nt
PHOSPHO1 inh | 11 | -6 | 9 | -32 | 4 | -3 | 24 | 6
IDE act | 0 | 2 | 2 | 5 | 10 | -6 | 2 | 1
MEKK3 PB1 HTS | 85 | 137* | 70 | 103 | 98 | 100 | 101 | 109
VIM-2 inhibitor | -4.5 | -1.4 | -3.1 | -2.2 | -2.9 | -1.7 | -2.5 | nt
SUMO HTRF inh | 3 | -33 | 16 | 2 | 5 | 9 | 3 | 28

49: CC(C)Sc1ccc([N+](=O)[O-])cc1C(=O)Nc1ccncc1
50: CC(C)(C)c1ccc(OCCNC(=O)c2ncn[nH]2)cc1
51: COc1ccc(C(C)C)cc1S(=O)(=O)N1CCC(C(=O)N2CCN(C)CC2)CC1
52: O=c1c2nnn(Cc3ccccc3)c2ncn1C/C=C/c1ccccc1
53: O=C(C1CCN(S(=O)(=O)c2ccccc2)CC1)N1CCN(c2ccccc2)CC1
54: COc1ccc(C2c3c(-c4ccccc4O)n[nH]c3C(=O)N2Cc2ccco2)cc1 (stereo unspecified)
55: Cc1ccccc1N1C(=O)c2cccc3cccc(c23)C1=O
assay / entry | 49 | 50 | 51 | 52 | 53 | 54 | 55
IMP-1 inh | -0.9 | -7.4 | -1.0 | -2.8 | -0.3 | -1.4 | 2.4
HCV NS3 hel inh | 2 | 2 | 3 | -5 | -4 | -25 | 3
p-CIP stab down | -8 | 2 | -4 | 6 | -18 | 4 | 1
DNA FID counter | 4 | -10 | 5 | -1 | -42 | -31 | 0
PHOSPHO1 inh | 46 | 13 | nt | 8 | 28 | 23 | 30
IDE act | -2 | 4 | 9 | -7 | 2 | 5 | -4
MEKK3 PB1 HTS | 90 | 101 | 99 | 109 | 103 | 100 | 106
VIM-2 inhibitor | 0.2 | -4.2 | -2.7 | -2.5 | 0.0 | -2.5 | -2.5
SUMO HTRF inh | 32 | 13 | 15 | 1 | 5 | -4 | 14
